Source: PubChem
FBPA coupling cs = inhibits coupling enzyme system, counter-screen for aldolase hits; AID 2472; hit rate 0.67% among 290,000; coupling enzyme system counterscreen, AmpLite Red fluorescence; activity change, negative = inhibition, % at 58.2 µM, hits read low; in the data active = activity change below about -30%; note: % is set by controls: 0 for no effect and ±100 for the full control effect
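First, compound is pin-transferred into glyceraldehyde-3-phosphate coupling-enzyme reagent at 57.5 uM final and held 10 min at RT. Next, substrate, coupling system and AmpLite Red are added. After 20 min RT, fluorescence (525/598 nm) is read.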
KCNH2 3.1 block = blocks the human KCNH2 3.1 channel isoform. U2OS KCNH2 3.1, thallium flux FluxOr; stronger effect = lower value. activity change, % (tested at about 1.8 µM). hit rate 0.95% among 340,000. AID 720553;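 active = maximum activity change below -70%; inconclusive = maximum activity change from -70% to -50%; inactive = maximum activity change above -50%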;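 note: thallium influx rate constant from kinetic fluorescence after stimulation buffer; % is set by controls: 0 for no effect and ±100 for the full control effect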
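Channel expression came from 3.1 mutant virus (1.77 x 10^8 /mL) applied to suspended U2OS cells for 4 h. Flux was tracked with FluxOr dye plus Red40 quencher, and kinetic rate constants normalized to controls.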
MLL CXXC-DNA inh = inhibitors of human MLL CXXC domain-DNA interaction; hit rate 0.037% among 290,000; AID 2662; Potency, µM (titrated, usually from 115 µM), inactives show at the top dose activity change, negative = inhibition, actives largely listed as inhibitors; MLL-CXXC / FITC-HOXA9 DNA fluorescence polarization; Q03164; active = well fitted inhibition curve with a large enough effect in the polarisation, with a control signal flat, not every such curve was filed as active; inconclusive = small, poorly fitted or top-dose-only effect, or effect the other way, or a change in a side signal; inactive = no such curve, though single readings can be large or run the other way; the % refers to the polarisation; note: potency is the fitted concentration of half-maximal effect
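Fluorescence polarization: 7 uM MLL-CXXC (stock) preincubated 5 min with compounds, then 50 nM fluorescein-HOX-A9 DNA (stock) added; 30 min ambient. Buffer 50 mM Tris-HCl pH 7.5, 50 mM NaCl, 1 mM DTT, 0.05% BSA.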
B2AR arrestin = beta2AR (human) beta-arrestin recruitment activity; P07550; beta-arrestin recruitment to beta2AR, cell-based reporter; Potency, µM (titrated, usually from 46.1 µM), without a hit: at the top dose activation, actives largely listed as activators; hit rate 0.02% among 330,000; AID 492947;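 note: potency is the fitted concentration of half-maximal effect; 0% = DMSO controls and full agonism = EC100 isoproterenol or metaproterenol; nearly all actives have a fitted effect of over 65% in size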
KCNH2 WT inh = KCNH2 (human, wildtype) channel inhibition | U2OS, BacMam KCNH2, thallium flux FluxOr; stronger effect = lower value | activity change, % at 1.84 µM | hit rate 0.37% among 340,000 | AID 720551;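 active = maximum activity change below -70%; inconclusive = maximum activity change between -70% and -50%; inactive = maximum activity change above -50%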; note: % is set by controls: 0 for no effect and ±100 for the full control effect
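U2OS cells were transduced with wild-type KCNH2 virus (2.03 x 10^8 / mL) for 4 h at room temperature, then cultured overnight at 37 C. Thallium flux was read with FluxOr dye. Rate constants were normalized to DMSO controls.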
GALK inhibitor = inhibitors of human galactokinase; Purified GALK, Kinase-Glo residual ATP luminescence; Potency, µM (top dose mostly 57.5 µM), without a hit: at the top dose activity change, negative = inhibition, actives largely listed as inhibitors; hit rate 0.007% among 270,000; AID 1868; note: potency is the fitted concentration of half-maximal effect; % is set by controls: 0 for no effect and ±100 for the full control effect
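Galactose (100 uM) and ATP (35 uM) were turned over by 5 nM GALK for 1 h at RT. Kinase-Glo Plus then converted the remaining ATP into a luminescent signal.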
Menin MLL FP TR = inhibitors of human menin-MLL interaction, mutant MLL peptide; Menin + Texas Red MLL mutant peptide, fluorescence polarization; Potency, µM (highest dose often 61.6 µM), for inactives: at the highest dose FP activity change, negative = inhibition, most hits filed as inhibitors; hit rate 0.23% among 270,000; active = well fitted inhibition curve with a large enough effect in the polarisation, with a control signal flat, not every such curve was filed as active; inconclusive = small, poorly fitted or top-dose-only effect, or effect the other way, or a change in a side signal; inactive = no such curve, though single readings can be large or run the other way; the % refers to the polarisation; note: potency is the fitted concentration of half-maximal effect; % of control where 0% means no effect; many of its hits are not listed in these tables
USP2a inh = blocks human ubiquitin-specific protease USP2a. O75604. USP2 core, Ub-CHOP2 coupled fluorogenic reporter, 485/531. Potency, µM (titrated, usually from 38.3 µM), inactives show at the top dose activity change, negative = inhibition, actives largely listed as inhibitors. hit rate 0.01% among 330,000;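 note: potency is the fitted concentration of half-maximal effect; plate controls were DMSO wells for no effect and full inhibition by NEM control for full effect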
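Deubiquitinase activity read as fluorescence (485/531 nm) after Ub-CHOP2 cleavage activates the enterokinase reporter on its substrate; USP2 core 10nM, Ub-CHOP2 and substrate 25nM each, 30min compound preincubation then 60min RT; data normalized to NEM, curves fitted.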
Giardia kill = Giardia lamblia killing; Giardia lamblia trophozoite viability; activity change, % at 7.66 µM, hits read low; AID 540267; hit rate 0.15% among 340,000; in the data active = activity change below about -80%; inconclusive = between about -30% and that limit;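 note: parasites exposed to compound for two days anaerobically before the ATP read; % is set by controls: 0 for no effect and ±100 for the full control effect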
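Killing of trophozoites was scored by loss of ATP luminescence after a 48 hrs anaerobic exposure to compounds at 37 deg C, using 100 cells per well.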
TRPV1 agonist = agonists of human vanilloid receptor 1 (TRPV1). TRPV1-expressing cells, Fluo-8 calcium influx, agonist mode. activation, % at 8.33 µM. hit rate 0.19% among 320,000. AID 540275; in the data active = activation above about 80%; inconclusive = between about 30% and that limit; note: 0% is about no effect
Target sequence (Q8NER1 whole entry, looked up): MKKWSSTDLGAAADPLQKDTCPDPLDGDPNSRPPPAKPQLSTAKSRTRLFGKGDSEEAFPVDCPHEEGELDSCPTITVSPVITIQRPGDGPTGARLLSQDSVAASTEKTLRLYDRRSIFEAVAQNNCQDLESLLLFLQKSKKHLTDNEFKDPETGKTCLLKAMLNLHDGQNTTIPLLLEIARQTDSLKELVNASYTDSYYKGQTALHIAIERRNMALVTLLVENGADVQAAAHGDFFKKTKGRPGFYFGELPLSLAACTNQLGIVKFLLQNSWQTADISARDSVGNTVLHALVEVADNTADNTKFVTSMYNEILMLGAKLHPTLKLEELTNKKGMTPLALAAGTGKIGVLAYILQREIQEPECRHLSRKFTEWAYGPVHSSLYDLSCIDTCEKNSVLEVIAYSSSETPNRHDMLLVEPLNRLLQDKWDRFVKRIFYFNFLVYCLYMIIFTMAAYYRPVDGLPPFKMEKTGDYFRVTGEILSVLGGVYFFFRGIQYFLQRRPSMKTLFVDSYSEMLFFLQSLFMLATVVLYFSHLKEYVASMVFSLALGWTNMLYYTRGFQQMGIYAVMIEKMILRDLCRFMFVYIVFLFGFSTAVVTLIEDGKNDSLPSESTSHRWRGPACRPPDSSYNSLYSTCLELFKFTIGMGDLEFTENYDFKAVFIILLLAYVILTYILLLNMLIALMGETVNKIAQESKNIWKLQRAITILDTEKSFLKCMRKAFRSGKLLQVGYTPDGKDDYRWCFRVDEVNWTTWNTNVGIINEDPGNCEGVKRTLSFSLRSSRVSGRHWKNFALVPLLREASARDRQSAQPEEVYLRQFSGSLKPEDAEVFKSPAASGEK
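TRPV1-expressing cells were cultured overnight at 35.5C and loaded with Fluo-8 calcium dye for 40 to 90 min at room temperature. After a 10 s baseline, compound was added and calcium influx was read kinetically for 3 min (ex 480/em 520 nm).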
PKM2 act = increases activity of human pyruvate kinase M2; purified PKM2, Kinase-Glo ATP luminescence, activation; response scale: 0% is enzyme alone, no compound; hit rate 0.34% among 260,000; Potency, µM (series often up to 57.5 µM), inactives show at the top dose activation, usual class: activators; note: potency is the fitted concentration of half-maximal effect; % is set by controls: 0 for no effect and ±100 for the full control effect; nearly all actives have a fitted effect of over 55% in size
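Purified hPK-M2 (>95%) run at intermediate activity with 0.1 mM ADP and 0.5 mM PEP in 50 mM imidazole pH 7.2, KCl, MgCl2; 1 h room temperature. ATP formed read by Kinase-Glo luminescence; normalized to uninhibited and no-enzyme controls.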
The depositor's hits bear a star; ? = inconclusive; . = no result given; [ ] = remark or other dose. Unless noted, calls come from the whole dose curve; as a rule, active = well fitted curve in the direction sought with a large enough effect; inconclusive = small, poorly fitted or top-dose-only effect, or another doubt; inactive = no such curve, though single readings can be large; an effect the other way counts as inactive or inconclusive.

Values in the order: FBPA coupling cs, KCNH2 3.1 block, MLL CXXC-DNA inh, B2AR arrestin, KCNH2 WT inh, GALK inhibitor, Menin MLL FP TR, USP2a inh, Giardia kill, TRPV1 agonist, PKM2 act
#1 N#Cc1c(N)nc2c(c1-c1cccs1)CCCC2
 : 0, 13, -2%, 0.2%, -13, -3%, 1%, 0%, -8, -4, 6%
#2 CC(C)c1ccc(CNCc2ccccc2)cc1
 : 2, -11, 3%, -0.3%, 54, 0%, 13%, 4%, 24, 14, -2%
#3 CCc1ccccc1Nc1ncnc2ccccc12
 : 5, 0, 11%, -0.1%, -8, 1%, ?, 0%, 0, 2, .
#4 CCOC(=O)c1c(N)sc(C(=O)OC)c1C
 : 0, 0, -10%, -1.7%, 13, 2%, 31%[activator], -2%, -23, 1, 16%
#5 Cc1cc(C)nc(-n2nc(C)c(C3(O)C(=O)Nc4ccccc43)c2N)n1 (stereo not given)
 : 0, 20, -2%, -0.1%, 13, 6%, -9%, 1%, -19, 2, 0%
#6 Cn1nc(-c2ccccc2)c(CO)c1Oc1ccc(F)cc1
 : 2, -10, 1%, 0.1%, 1, 0%, 1%, -1%, -1, 4, 3%
#7 Cc1ccccc1C(=O)NCCn1cc(SCC(=O)NCC2CCCO2)c2ccccc21 (stereo not given)
 : -1, -14, -3%, -1.2%, 1, 3%, 0%, -1%, 9, -1, 0%
#8 CCOC(=O)N1CCN(C(=O)CSc2ccc3nnc(CCNC(=O)c4ccc(OC)cc4)n3n2)CC1
 : 4, -15, 5%, 0.1%, -3, -2%, -4%, 0%, -7, -3, 4%
#9 Cc1ccc(NC(=O)c2nc(C)n(-c3ccc([N+](=O)[O-])cc3)n2)cc1
 : 1, 11, -3%, -0.4%, -1, 0%, 16%, 1%, 7, ?, -6%
#10 Cc1ccc(-n2c(-c3cccc(C)c3)n[nH]c2=S)cc1
 : -1, 8, 3%, 0.0%, 3, -2%, -10%, -2%, -6, 0, 6%
#11 COc1ccc(-n2c(Cc3cccn3C)nnc2SCC(=O)NCc2ccccc2Cl)cc1
 : 1, 2, 16%, 7.2%, 2, -4%, -8%, 2%, 15, 5, -1%
#12 N#Cc1ccc(S(=O)(=O)N2CCCN(c3nc4ccc(Cl)cc4s3)CC2)cc1
 : 2, -95*, ?, 0.4%, -74*, ., ., 1%, 5, ?, 0%
#13 O=C(Cn1cc(C(=O)C2CC2)c2ccccc21)NCC1CCCO1 (stereo not given)
 : -1, -46, 7%, 0.1%, 1, -1%, -6%, 0%, -1, 1, -10%
#14 O=C(NCc1ccc(Cl)cc1)NCc1ccc(Cl)cc1
 : 3, -14, 6%, -0.1%, 3, 4%, ?, 1%, 9, 0, 4%
#15 COc1ccc(NC(=O)Nc2cc(C)ccc2F)cc1
 : -1, -3, 0%, 0.3%, -11, 2%, -1%, 5%, 9, 27, -17%
#16 O=C(O)/C=C/C(=O)Nc1ccc(OC(F)(F)Cl)cc1
 : 6, -39, 4%, 0.4%, -2, -4%, 15%, 9%, -13, 1, 0%
#17 N/C(=N\OC(=O)Nc1ccc(Cl)c(Cl)c1)c1ncc(C(F)(F)F)cc1Cl
 : 4, ., 6%, -0.1%, 1, 2%, 3%, 4%, 2, -7, -1%
#18 COc1ccc2cc(/C=N/NC(=O)CN(c3ccccc3C)S(=O)(=O)c3ccccc3)c(Cl)nc2c1
 : -4, 2, 26%, -0.8%, -4, 1%, ?, -2%, -9, 5, -15%
#19 COc1cccc(OCc2cc(C(=O)N(C)Cc3nccn3C)no2)c1
 : 3, -11, 5%, 0.0%, -3, 3%, -8%, 1%, 2, -2, .
#20 O=C(c1ccco1)N1CCN(C(=O)C2CCN(S(=O)(=O)c3cnc[nH]3)CC2)CC1
 : -2, 2, 0%, -0.1%, 2, -2%, 4%, 4%, 1, -2, -8%
#21 c1ccc(C2CCC3(CC2)Oc2ccccc2C2CC(c4cccnc4)=NN23)cc1 (stereo not given)
 : -13, ., 4%, 0.0%, ., -2%, -9%, 0%, ., 3, 28%
#22 O=C(CNC(=O)c1ccccc1)NCC(O)c1ccc([N+](=O)[O-])cc1 (stereo not given)
 : -1, 21, 4%, 0.2%, -4, 1%, 3%, 2%, -8, 1, -5%
#23 C=CCn1cc(/C=N/NC(=O)COc2cccc3cccnc23)c2ccccc21
 : 0, 9, 14%, -0.1%, -4, -3%, 9%, 0%, -14, 4, 4%
#24 Cn1cc(C(=O)C(=O)NCCc2ccccc2)c2ccccc21
 : 2, -25, 5%, -1.4%, 2, 0%, 3%, 0%, -9, 27, 2%
#25 O=C(COC(=O)/C=C/c1cccc(C(F)(F)F)c1)NCCN1C(=O)CSC1=O
 : ., 9, ., -0.1%, -5, ., ., 1%, -9, 0, .
#26 O=C(CCOc1ccccc1)N1CCN(S(=O)(=O)c2cccs2)CC1
 : 2, 0, -1%, -0.4%, -2, 1%, -4%, 3%, 19, 0, 13µM*
#27 CCN1CCc2c(OCC(=O)N3CCC(C)CC3)cccc2C1=O
 : -1, -7, 7%, 0.0%, 5, -1%, -1%, 2%, -4, 2, 1%
#28 O=C(CCN1CCCC1=O)NC1CCCc2c1cnn2-c1ccc(F)cc1F (stereo not given)
 : 1, 4, 2%, 0.5%, -8, -8%, -2%, -1%, 16, 0, -4%
#29 COc1ccc(-c2cc(-c3cccs3)nc3sc(C#N)c(N)c23)cc1
 : -5, 6, 3%, 1.2%, 2, -1%, -17%, 2%, 5, -9, -12%
#30 Cc1cc(C)nc(/N=C(\N)N2CCc3ccccc32)n1
 : 11, -4, -25%, 0.3%, 0, 0%, 3%, 2%, -14, ?, 6%
#31 C=CCOc1ccc(Oc2cc(C)nc(SC)n2)nn1
 : 0, 6, -4%, 0.1%, 0, -2%, 31%[activator], 1%, -15, -2, 4%
#32 O=C(CNc1cccc(S(=O)(=O)N2CCCC2)c1)Nc1ccc(C(F)(F)F)cc1
 : ., 6, ., -0.2%, -1, ., ., 0%, 15, 29, .
#33 Cc1nnc(-c2cnn(-c3ccccc3)c2N)n1Cc1cccc(C(F)(F)F)c1
 : 0, 10, 6%, -0.3%, 15, -1%, -29%, -1%, 5, -4, -1%
#34 Cc1oc(-c2ccc(Cl)cc2)nc1CS(=O)CC(=O)NCc1ccccc1 (stereo not given)
 : ., ?, 4%, 0.3%, -14, -2%, ., 1%, 10, 8, .
#35 CCc1ccc(C2N3CC4([N+](=O)[O-])CN2CC([N+](=O)[O-])(C3)C4(C)C)cc1 (stereo not given)
 : 0, 14, 4%, -0.4%, 2, -2%, 11%, 9%, -8, 3, -3%
#36 COCCNC(=S)N1CCOCC1
 : 6, 2, 5%, -0.4%, 13, 0%, -10%, 2%, 13, 2, -6%
#37 Cc1cc(/C=C2\C(=N)N3N=C(C(C)C)SC3=NC2=O)c(C)n1-c1ccccc1
 : 4, -3, 1%, -0.3%, -4, 2%, 6%, 3%, -11, -1, -2%
#38 O=C(NC(=S)Nc1ccc(S(=O)(=O)Nc2nccs2)cc1)c1cccnc1
 : 6, 9, 0%, -0.1%, 8, 8%, 21%, 4%, 12, -1, 1%
#39 NC(=O)c1ccc(NC(=O)COc2cccc3ccccc23)cc1
 : 0, 15, -1%, 0.3%, 13, 0%, ?, 0%, 0, 6, -3%
#40 COCCn1c(SCC(=O)c2c(-c3ccccc3)n(C)c3ccccc23)nnc1-c1ccncc1
 : 3, 13, 4%, -1.1%, 21, -1%, 1%, 0%, 51[activator], 2, 10%
#41 COc1ccc(CCNC(=O)CSc2ccc(-c3ccco3)nn2)cc1
 : -5, 11, 0%, -0.6%, 1, 4%, 20%, 1%, 14, -5, 0%
#42 COc1ccc(S(=O)(=O)N2CCOCC2)cc1NC(=O)COc1ccc2ccc(=O)oc2c1
 : ., -16, ., -0.4%, 2, ., ., 1%, 1, ., .
#43 CCc1ccc(OCCOCC(O)CNC2CCCC2)cc1 (stereo not given)
 : 1, 3, 2%, -0.8%, -3, -2%, 5%, -2%, 5, -3, -2%
#44 CCN(CC)C(=O)CS(=O)CC(=O)Nc1cc(OCCOC)c(Cl)cc1Cl (stereo not given)
 : 3, 2, -6%, -1.1%, -4, 2%, -13%, 0%, 17, 1, -9%
#45 Cc1ccc(Cl)cc1N1CCN(C(=O)CCC(=O)O)CC1
 : 7, 0, 6%, -0.3%, -6, -1%, 0%, ?, -21, 11, -8%

Not all compounds are listed. The share of hits here may be higher or lower than overall.
